Dicer inh: blocks human Dicer maturation of pre-miR-21; Q9UPY3; cat-ELCCA pre-miR-21 Dicer processing, chemiluminescence; stronger effect = higher value; z-score at 25 µM; 6% of 47,000 active; in the data active means z-score above about 3, passing the limit was not always enough;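 further: plate controls were vehicle for no effect and no enzyme for full effect; higher signal means more uncleaved substrate so more Dicer inhibition; strong numbers were not always called active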
* hit, by the source's call. Only part of the results is shown; the hit share may differ from the screen's.

SMILES | Dicer inh
O=C(O)C1CC(=O)N(C2Cc3ccccc3C2)C1 (stereo not drawn) | -0.05
O=C1NC(=S)S/C1=C/c1ccccn1 | -4.1
O=C(Nc1ccc2oc(-c3cccc4c(Br)cccc34)nc2c1)c1cccnc1 | -0.75
O=[N+]([O-])c1cc(C(F)(F)F)ccc1Oc1ccc(F)cc1 | 24
Cn1c2c(c(=O)n(C)c1=O)CN(CCc1ccccc1)CN2 | -3.7
CCCOc1ccc(N2C(=O)CC(NC3CCN(c4ccc(Cl)nn4)CC3)C2=O)cc1 (stereo not drawn) | 0.17
COc1ccc2nc(SCC(=O)Nc3nc4ccc(OC)cc4s3)[nH]c2c1 | 1
O=C1c2cccc3c(N4CCOCC4)ccc(c23)C(=O)N1c1ccc(O)cc1 | 0.92
CCCCCCc1c(O)c2cccc3c4c(n(c1=O)c23)CCCC4 | -0.52
COc1ccc(Cl)cc1S(=O)(=O)n1ccnc1 | -0.89
COc1ccc(-c2cn[nH]c2N)cc1OC | -1.3
CCOC(=O)c1cnn(-c2ccccc2)c1NC(=O)Nc1cccc(Cl)c1 | -0.56
CCCn1c(=O)c2c(nc3n2CCN3c2ccc(OC)cc2)n(C)c1=O | -1.6
O=S(=O)(Oc1cc(Cl)cc(Cl)c1)c1cc(S(=O)(=O)Oc2cc(Cl)cc(Cl)c2)c(Cl)s1 | 2.4
CC(=O)C1=NN(c2ccc(Cl)cc2)/C(=C2\C(=O)N(c3ccccc3)N=C2c2ccccc2)S1 | -1.5
Cc1ccc(-n2nc3ccc(N)cc3n2)cc1 | -0.02
COC(=O)C1=C(C)NC2=C(C(=O)CC(c3ccc(OC)cc3)C2)C1c1cccc2ccccc12 (stereo not drawn) | -0.54
O=C(O)c1cn(-c2ccc(F)cc2)c2cc(N3CCNCC3)c(F)cc2c1=O | 0.43
N/C(=N\OC(=O)Nc1csc(-c2cccc(Cl)c2Cl)n1)c1ccc(C(F)(F)F)cc1 | -0.81
Cc1ccc(-c2nc(-n3c(C)ccc3C)sc2C)cc1Cl | -3.5
CCCCn1c(COc2ccc(OC)cc2)nc2ccccc21 | 1.3
Cc1cc(/C=N\Nc2c(Cl)cc(Cl)cc2C(F)(F)F)c2c(C)ccc(C(C)C)cc1-2 | 1.1
O=c1c(N2CCN(S(=O)(=O)c3ccccc3)CC2)coc2ccccc12 | 0.15
Cc1nc(-c2ccc(S(=O)(=O)N3CCCN(c4nc5ccc(Cl)cc5s4)CC3)s2)cs1 | -0.96
N#CCC(=O)NNC(=S)Nc1ccc(F)cc1 | 3.3*
N#Cc1c(SCC(=O)c2ccccc2)nc2c(c1-c1cccs1)CCCC2 | -0.58
CC[C@H]1OC(=O)C[C@@H](O)[C@H](C)[C@@H](O[C@@H]2O[C@H](C)[C@@H](O[C@H]3CC(C)(O)[C@@H](O)[C@H](C)O3)[C@H](N(C)C)[C@H]2O)[C@@H](CC=O)C[C@@H](C)C(=O)/C=C/C(C)=C/[C@@H]1CO[C@@H]1O[C@H](C)[C@@H](O)[C@@H](OC)[C@H]1OC (stereo partly drawn) | 0.08
COC(=O)c1sc(N2C(=O)c3oc4ccc(C)cc4c(=O)c3C2c2ccc(O)cc2)nc1C (stereo not drawn) | 0.05
CCc1ccnc(NC(=O)Nc2c(Br)cc(C(C)C)cc2Br)c1 | 1.3
CCOC(=O)CNC(=O)CSc1nc2ccccc2c(=O)[nH]1 | -5.4
Cc1nnc(NC(=O)CCC(=O)O)s1 | 0.99
O=C(Nc1ccc(Cl)cc1)Nc1nnc(-c2ccccc2Br)s1 | 1.5
Cc1[nH]oc(=O)c1C=Nc1ccccc1 | 2.4
CCOC(=O)C(=CNc1nc2ccc(C)cc2s1)C(=O)OCC | -0.07
O=C1C(=O)N(c2nncs2)C(c2cccs2)/C1=C(/O)c1ccc(F)cc1 (stereo not drawn) | -0.75
CCOC(=O)Cc1csc2nc(-c3ccccc3)nn12 | -0.24
O=C1CCC(C(=O)Nc2cccc(Br)c2)N1 (stereo not drawn) | -0.94
Cc1nnc(NC(=O)C(C)(C)C)s1 | 2.3
Cc1nc2c(=O)n(-c3ccccc3C(F)(F)F)nc(C)c2s1 | -1.2
Clc1cccc(Cl)c1-c1noc(-c2ccno2)n1 | -1.8
Cc1ccccc1CN1C(=O)C(O)(CC(=O)c2cccnc2)c2cc(Cl)ccc21 (stereo not drawn) | 2.4
COC(=O)C1=C(C)NC(=O)CC1c1ccc(F)c(Br)c1 (stereo not drawn) | 2.6
CCSCCOC(=O)C1=C(C)NC2=C(C(=O)CC(C)(C)C2)C1c1ccc(OC(C)=O)c(OC)c1 (stereo not drawn) | 0.17
Cc1ccc(C2=NN(C(=O)CCCC(=O)O)C(c3ccc(Br)cc3)C2)cc1 (stereo not drawn) | -0.46
CCCCC#Cc1cncc(C(=O)O)c1 | 0.66
Cc1ccc2occ(C3Nc4ccccc4NC4=C3C(=O)CC(c3ccccc3)C4)c(=O)c2c1 (stereo not drawn) | 1.1
CCCc1c(SC(=O)N(C)C)ccc2c(C)cc(=O)oc12 | -0.37
COc1ccc(OC(C)C(=O)Nc2ncn[nH]2)cc1 (stereo not drawn) | 0.52
C#CC1(NS(=O)(=O)c2ccc(SC(C)(C)C)c([N+](=O)[O-])c2)CCCCC1 | -0.3
O=C(CC1SC(=Nc2ccccc2)NC1=O)Nc1ccccc1Cl (stereo not drawn) | -0.66
O=C(N/C=C/c1ccsc1)Sc1ccc(Cl)cc1 | -4.3
CCOC(=O)c1cc(CO)cc(C(=O)OCC)c1 | 0.63
CSc1ccc(C2C(C#N)=C(N)Oc3c2ccc2ccccc32)cc1 (stereo not drawn) | 0.47
O=S(=O)(Nc1nc(-c2ccc(Cl)cc2Cl)cs1)c1ccc(Cl)cc1 | 10
CC1CCc2c(sc(NC(=O)c3ccco3)c2C(=O)O)C1 (stereo not drawn) | 1.5
O=C(ON/C=N/c1ncc(-c2ccc(Br)s2)s1)c1ccc([N+](=O)[O-])cc1 | 0.29
OC1(C(F)(F)F)CC(c2ccc3c(c2)Nc2ccccc2S3)=NN1 (stereo not drawn) | 5.4
CN(/N=C(\C#N)C(=O)C1CC1)c1ccc(Cl)cc1 | -1.1
COc1ccc(/C=C2\CSc3ccccc3C2=O)cc1 | -0.64
Cc1noc(N)c1-c1nc(-c2ccc(Cl)cc2Cl)cs1 | 0.17
The list goes on:
SMILES | Dicer inh
COc1ccc(S(=O)(=O)N2CCN(S(=O)(=O)c3ccccc3)CC2)cc1 | 0.85
CC(C)(C)c1ccc(-c2n[nH]c(=S)n2Cc2ccco2)cc1 | -0.25
CC(C)S(=O)(=O)/C(C#N)=C/Nc1cccnc1 | -2.1
COc1cc(S(=O)(=O)N2CCN(Cc3ccc4c(c3)OCO4)CC2)c(OC)cc1Cl | -2.1
CC1=C(C(=O)OCCc2ccccc2)C(c2cccs2)C2=C(CC(c3cccs3)CC2=O)N1 (stereo not drawn) | 0.63
NC(=O)CCOC1CCN(C(c2ccccc2)c2ccccc2)CC1 | -0.29
C#CC1(NS(=O)(=O)c2ccc(C(=O)OCC)cc2)CCCCC1 | -0.68
O=C1CSC(c2ccc(C(F)(F)F)cc2)N1c1ccc(C(F)(F)F)cc1 (stereo not drawn) | 0.35
CCOC(=O)c1c(NC(=O)CN2CCOCC2)sc(C)c1C | 3.3
Cc1cc2n(n1)C(c1cccc(O)c1)Nc1ccccc1-2 (stereo not drawn) | 0.25
CC(C)OC(=O)c1cccc2c1C(=O)c1ccccc1-2 | -0.87
Cc1ccc(C(c2c(C)n(C)n(-c3ccccc3)c2=O)c2c(C)n(C)n(-c3ccccc3)c2=O)s1 | -0.09
Nc1nc2c(nc(N3CCN(c4ccccc4)CC3)n2[C@H]2O[C@@H](CO)[C@H](O)[C@@H]2O)c(=O)[nH]1 | -0.68
CC1(C)[C@H](C(=O)O)N2C(=O)C[C@H]2S1(=O)=O | 0.47
Nc1ccccc1Sc1ccc(C(=O)c2ccccc2C(=O)O)cc1[N+](=O)[O-] | -0.61
Cc1nc(NCCO)c2c3c(sc2n1)CCCC3 | 1.4
CCCCN1CCCCC1C(=O)Nc1c(C)cccc1C (stereo not drawn) | 0.97
CCCOC(=O)C1C2C=CC3(CN(c4ccc(C)cc4)C(=O)C13)O2 (stereo not drawn) | -0.31
COc1ccc(-c2nc(SCc3ccccc3)nc(SC)c2C#N)cc1 | -0.17
CSC(SC)=C(C#N)C(=O)c1cccc(Cl)c1 | -1.4
CC(=O)NC(Cc1c[nH]c2ccccc12)C(=O)O (stereo not drawn) | 2.4
CCOC(=O)CN1C(=O)C(O)(CC(=O)c2ccc3c(c2)OCO3)c2ccccc21 (stereo not drawn) | 0.9
Cc1ccc(-c2cc(N)n3nc(-c4ccc(C)cc4)cc3n2)cc1 | 0.74
O=C(NC(=S)Nc1nc(-c2ccc(Cl)cc2)cs1)C1CC1 | 1.3
Cc1ccc(-c2cc(-c3ccccc3)c(C#N)c(N)n2)cc1 | -0.15
CC1CC2(C)Oc3ccccc3C3OCC1(COC(=O)NC1CCCCC1)C(C)C32 (stereo not drawn) | 0.95
CCN1CCN(CC(=O)Nc2sc3c(c2C(N)=O)CCCC3)CC1 | 1.1
Cc1ccc(-c2noc(CSc3nc4ccc(C)cc4[nH]3)n2)cc1 | 0.37
O=C(O)C1=CCNCC1 | -0.4
N#Cc1cnc(C2COc3ccccc3O2)nc1N (stereo not drawn) | 0.62
O=C(c1ccccc1)c1cccnc1C(=O)O | -0.12
Cc1ccc(Cl)c(OCC(O)Cn2cnc3cc(C)c(C)cc32)c1 (stereo not drawn) | 2.1
COc1ccc(Oc2cccc(Cl)c2CNC(=O)Nc2ccc(OCc3ccccc3)cc2)cc1 | 1.4
NC1=Nc2cccc3cccc(c23)N1 | 26*
CCOC(=O)C(NC(C)=O)(Nc1ccc(C)cc1C)C(F)(F)F (stereo not drawn) | -0.79
Cc1nn(C(=O)c2ccc([N+](=O)[O-])cc2)c(C)c1Cc1csc2ccc(Cl)cc12 | 0.62
COc1cc(CNCCSc2nnnn2C)ccc1OCc1ccc(F)cc1 | -0.85
Cn1cnnc1SCC(=O)Nc1nc2ccccc2s1 | 2.8
CCCCCCSc1nnc2c(n1)OC=Nc1ccccc1-2 | 2.8
Cc1cccc(C2(O)C(=O)c3ccccc3C2=O)c1O | 2.6
Cc1nc(SC(C(=O)c2ccccc2)c2ccccc2)n[nH]1 (stereo not drawn) | 0.16
CCOC(=O)c1c(NC(=O)C2CC2)sc2c1CC(C)(C)OC2 | 1.6
Cc1ccc(-c2cn3c4ccccc4nc3n2CCCN2CCCCC2)cc1 | 2.9
Cc1ccccc1C(=O)NC(Nn1cnnc1)(C(F)(F)F)C(F)(F)F | -0.44
C=CCSc1nc2ccccc2c(=O)n1CC(=C)C | -0.33
Cc1nccc(-c2cccc(NS(=O)(=O)c3ccccc3C(F)(F)F)c2)n1 | -1.4
CC1CC(=O)Nc2ccccc2N1C(=O)Nc1cccc(Cl)c1Cl (stereo not drawn) | -0.93
O=S1(=O)C=C2C(C1)SC(=S)N2C1CCS(=O)(=O)C1 (stereo not drawn) | -2.8
Fc1ccc(OCc2nc(-c3cccs3)no2)cc1 | -0.16
N#Cc1cn(-c2ccccc2Cl)c(=O)[nH]c1=O | -0.6
O=C(O)CCSC(CC(=O)c1ccccc1)c1ccc(Cl)cc1 (stereo not drawn) | -0.27
CCCC1C(C#N)=C(N)Oc2n[nH]c(CC(=O)OCC)c21 (stereo not drawn) | -3.5
CC(C)(C)C1=CC=Nn2cnnc2S1 | -0.26
CCOC(=O)c1cn[nH]c1NC(=S)Nc1ccc(Cl)cc1 | -0.06
Cn1nc(C(F)(F)F)c(-c2ccc(Br)cc2)c1NC(=O)C(C)(C)C | -4.3
CC(C)NC(=O)CCCSc1nc(-c2ccco2)cc(C(F)(F)F)n1 | 1.4
COc1ccc(C2Nc3ccc(C(=O)c4ccccc4)cc3NC3=C2C(=O)CC(C)(C)C3)cc1 (stereo not drawn) | -0.49
CC(=O)/C(C=Nc1noc(C)c1Br)=C(\C)O | 2.6
COc1ccc(-c2noc(COc3ccc(C(C)C)cc3)n2)cc1 | -0.71
Cc1cc(C(=O)c2ccccc2C(=O)O)c(C)c(C)c1C | 1.1
(next part)
SMILES | Dicer inh
CC(C)Sc1scc(-c2ccc(Cl)cc2)c1C#N | -1.5
NC(=O)C1CCN(C(=O)CN2CCN(Cc3ccc4c(c3)OCO4)CC2)CC1 | -1.1
COCCN1C(=O)c2oc3ccccc3c(=O)c2C1c1ccc(O)cc1 (stereo not drawn) | -0.66
COc1ccc(-c2cc(=O)[nH]c(Sc3c(-c4ccccc4)c4cc(Cl)ccc4[nH]c3=O)n2)cc1 | -3

A second format for some results above:
Structure,Dicer inh
CC1CC(=O)Nc2ccccc2N1C(=O)Nc1cccc(Cl)c1Cl (stereo not drawn),-0.93
O=S1(=O)C=C2C(C1)SC(=S)N2C1CCS(=O)(=O)C1 (stereo not drawn),-2.8
Fc1ccc(OCc2nc(-c3cccs3)no2)cc1,-0.16
N#Cc1cn(-c2ccccc2Cl)c(=O)[nH]c1=O,-0.6
O=C(O)CCSC(CC(=O)c1ccccc1)c1ccc(Cl)cc1 (stereo not drawn),-0.27
CCCC1C(C#N)=C(N)Oc2n[nH]c(CC(=O)OCC)c21 (stereo not drawn),-3.5
CC(C)(C)C1=CC=Nn2cnnc2S1,-0.26
CCOC(=O)c1cn[nH]c1NC(=S)Nc1ccc(Cl)cc1,-0.06
Cn1nc(C(F)(F)F)c(-c2ccc(Br)cc2)c1NC(=O)C(C)(C)C,-4.3
CC(C)NC(=O)CCCSc1nc(-c2ccco2)cc(C(F)(F)F)n1,1.4
COc1ccc(C2Nc3ccc(C(=O)c4ccccc4)cc3NC3=C2C(=O)CC(C)(C)C3)cc1 (stereo not drawn),-0.49
CC(=O)/C(C=Nc1noc(C)c1Br)=C(\C)O,2.6
COc1ccc(-c2noc(COc3ccc(C(C)C)cc3)n2)cc1,-0.71
Cc1cc(C(=O)c2ccccc2C(=O)O)c(C)c(C)c1C,1.1
CC(C)Sc1scc(-c2ccc(Cl)cc2)c1C#N,-1.5
NC(=O)C1CCN(C(=O)CN2CCN(Cc3ccc4c(c3)OCO4)CC2)CC1,-1.1
COCCN1C(=O)c2oc3ccccc3c(=O)c2C1c1ccc(O)cc1 (stereo not drawn),-0.66
COc1ccc(-c2cc(=O)[nH]c(Sc3c(-c4ccccc4)c4cc(Cl)ccc4[nH]c3=O)n2)cc1,-3
